Lmaj promast: Leishmania major promastigote growth inhibition; inhibition, % at 10 µM; AID 1063; actives 9% (n = 200,000); Leishmania major promastigotes, resazurin fluorescence viability;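 also: promastigotes grown with compound for 44 hours at 28 °C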
RAM inhibit: inhibitors of the yeast RAM network | S. cerevisiae dse1pr::URA3 reporter, 5-FOA growth OD615, 2 d; analog-sensitive cbk1-as2 kinase mutant strain | inhibition, % at 50 µM | actives 1.8% (n = 190,000);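 active = inhibition above a set limit, 3 SD over mean compound inhibition, cut at about 8.4% in these data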;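 also: 0% = DMSO-only wells with no growth and 100% = 10 µM 1-NA-PP1 full growth; inhibition rescues growth on 5-FOA so higher OD means more RAM inhibition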
Hsp70 activator: transcriptional activators of Hsp70; activation, % at 10 µM; actives 0.04% (n = 200,000); HeLa Hsp70 promoter luciferase reporter, luminescence; scaled: vehicle 0, proteasome-inhibitor control 100%;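 active = activation above the mean across all tested compounds plus 3 SD, cutoff set per campaign, cut at about 5.5% in these data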;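 also: 100% = MG132 at 30 µM as the positive control and 0% = DMSO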
PMI act: phosphomannose isomerase (human) activation. P34949. purified human PMI, coupled resazurin fluorescence, 20 min; hits give high values; 1 = vehicle control, 0 substrate-free wells. activation factor at 20 µM. actives 0.005% (n = 190,000). AID 1214;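 active = activation factor of 2 or more at 20 µM, relative to plate controls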
Target sequence (P34949 whole entry, looked up): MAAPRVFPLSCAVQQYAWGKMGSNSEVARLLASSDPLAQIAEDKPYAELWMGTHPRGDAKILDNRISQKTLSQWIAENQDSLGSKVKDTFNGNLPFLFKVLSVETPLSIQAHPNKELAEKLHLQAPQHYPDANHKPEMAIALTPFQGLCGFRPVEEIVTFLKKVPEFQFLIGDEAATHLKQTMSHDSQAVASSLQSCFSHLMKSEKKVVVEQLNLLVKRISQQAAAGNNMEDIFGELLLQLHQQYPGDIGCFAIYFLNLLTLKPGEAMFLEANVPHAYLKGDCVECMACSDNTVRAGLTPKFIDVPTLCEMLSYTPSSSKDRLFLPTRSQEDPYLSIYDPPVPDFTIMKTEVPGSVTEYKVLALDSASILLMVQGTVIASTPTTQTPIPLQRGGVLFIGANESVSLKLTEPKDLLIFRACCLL
G6PDH counter: inhibits Leuconostoc G6PDH, flagging false hits in G6PDH-based assays. Purified L. mesenteroides G6PDH, diaphorase/resazurin coupled fluorescence, 45 min. inhibition, % at 5 µM. actives 0.12% (n = 200,000)
Redox H2O2 prof: compounds producing H2O2 with reducing agent – biochemical, NIH compound library profiling, artefact control for MLSCN library redox annotation, primary screen; DTT-dependent redox cycling H2O2, phenol red/HRP absorbance; 100% = 100 µM peroxide control, 0% = buffer; activation, % at 10 µM; actives 0.03% (n = 200,000); AID 878;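 active = activation of at least 50% relative to the plate's high and low controls in the primary single-dose screen; inactive = activation below 50%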;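 also: compound incubated with DTT at 0.8 mM final as the reducing agent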
S1P3 antag: S1P3 (human) receptor antagonism; CHO S1P3 NFAT-BLA reporter, FRET fluorescence, antagonist mode; inhibition, % at 4.98 µM; actives 0.27% (n = 170,000); AID 485;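 active = inhibition above the plate cutoff, the mean inhibition of test wells on that plate plus 3 SD, cut at about 28% in these data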;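 also: cells challenged with S1P at its EC80 of 0.8 µM; blue over green emission ratio from cleaved BLA substrate after 4 h stimulation; 0% = S1P-stimulated wells and 100% = unstimulated DMSO-only wells; some compounds past the cut are filed as inactive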
Target sequence (Q99500 whole entry, looked up): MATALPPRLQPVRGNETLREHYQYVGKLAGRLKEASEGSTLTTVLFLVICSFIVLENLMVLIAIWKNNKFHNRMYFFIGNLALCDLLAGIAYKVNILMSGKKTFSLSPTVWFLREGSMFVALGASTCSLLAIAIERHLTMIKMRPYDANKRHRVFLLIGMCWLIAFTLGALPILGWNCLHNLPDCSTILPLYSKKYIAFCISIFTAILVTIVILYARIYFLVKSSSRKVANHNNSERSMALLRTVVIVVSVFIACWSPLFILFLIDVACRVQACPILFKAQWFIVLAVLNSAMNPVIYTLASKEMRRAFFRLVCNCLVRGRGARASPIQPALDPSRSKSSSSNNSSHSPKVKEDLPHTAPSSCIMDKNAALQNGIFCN
Diaph act CS: diaphorase activation or chemical reduction counter-screen; AID 1229; actives 0.005% (n = 190,000); Diaphorase/resazurin coupled assay, resorufin fluorescence, 16 min; hits give high values; 1 = vehicle wells, 0 = NADH-free wells; activation factor at 20 µM;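 active = diaphorase activity raised at least twofold by the compound at 20 µM; inactive = activation factor below 2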
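Material: bacterial diaphorase enzyme (C. kluyveri); amount: enzyme 0.07 U/mL final; reagent: NADH substrate 0.114 mM plus resazurin dye 0.1 mM, final; doses: single compound dose of 20 µM, 1% DMSO final; timing: 16 min enzyme reaction, ambient temperature; measured by: fluorescence of resorufin, 544 nm excitation, 590 nm emission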
PMI act satM6P: activators of human phosphomannose isomerase at near-saturating mannose 6-phosphate. P34949. coupled PMI enzyme assay, resazurin fluorescence, 20 min; hits give high values; 1 = untreated enzyme, 0 = substrate-free blank. activation factor at 20 µM. actives 0.34% (n = 190,000);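 active = activation factor of 2 or more at 20 µM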
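Test system: human PMI in coupled enzyme assay; Input: PMI at 15 ng/mL final; Medium: HEPES buffer, pH 7.4; Schedule: 20 min incubation at room temperature; Technique: resorufin fluorescence at Ex 544/Em 590 nm; Compound: 20 µM single dose; Probe or stimulus: Near-saturating mannose-6-phosphate, 1.0 mM.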
TLR4-MyD88 BLA: blocks binding of human TLR4 to MyD88; O00206+Q99836; HeLa CL3-4 TLR4/MyD88 BLA complementation, FRET ratio; inhibition, % at 8.4 µM; actives 0.18% (n = 200,000); in the data active = inhibition above about 25%;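 also: 0% = vehicle and 100% = reference inhibitor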
Diaph inh CS: diaphorase inhibition or chemical oxidation counter-screen; diaphorase resazurin-to-resorufin fluorescence, NADH, 16 min; bacterial (C. kluyveri) enzyme, not human; AID 1217; inhibition, % at 20 µM; actives 0.69% (n = 190,000);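 active = primary screen inhibition at 20 µM above a set limit, cut at about 50% in these data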;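 also: plate controls were DMSO with full reaction for no effect and wells lacking NADH for full effect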
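Assay system – diaphorase enzyme from Clostridium kluyveri · Amount – diaphorase 0.14 U/mL (working solution) · Times – reaction incubation of 16 min at room temperature · Controls – No-NADH positive control and DMSO neutral control · Signal – resorufin fluorescence 544/590 nm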
The depositor's hits bear a star; . = no result given; & = joins results of further samples. Rule as the data show it, unless noted: active = inhibition above about 50%; inactive = the rest.

SMILES	Lmaj promast	RAM inhibit	Hsp70 activator	PMI act	G6PDH counter	Redox H2O2 prof	S1P3 antag	Diaph act CS	PMI act satM6P	TLR4-MyD88 BLA	Diaph inh CS
CCOC(=O)CCC(=O)N1CCOCCOCCOCC1	-3	0.5	-0.2	1.1	-4	1.0	.	1.1	1.1	4	-10
O=C(c1ccccc1)n1c(=S)nc2ccccn21	.	.	.	1.1	-1	.	.	0.9	1	.	9
O=C(C1=C[C@H](C2CCCCC2)C[C@H](OCCCCO)O1)N1CCN(Cc2ccccc2)CC1	59*	2.5	-0.4	0.9	10	0.2	-14	0.7	0.8	-8	35
Cc1ccc(CNC(=O)C(C)OC(=O)c2cccs2)cc1 (stereo unspecified)	-5	0.1	0.0	1.1	6	-5.5	.	0.9	1	6	7
Cc1ccc(NC2=Nc3ccccc3N3C2=Nc2c(c(C)nn2-c2ccccc2)C3c2ccc(O)c(O)c2)cc1 (stereo unspecified)	86*	11*	-0.2	0.9	4	4.3	.	0.8	1	51*	15
Cc1ccc(S(=O)(=O)N2CCN(C(=O)c3cc4c(C)nn(-c5ccccc5C)c4s3)CC2)cc1	33	4.4	-0.3	0.9	4	4.2	.	0.9	1	18	10
N#Cc1ccc(-c2ccc(OCC(O)CN3CCOCC3)cc2)cc1 (stereo unspecified)	84*	-0.1	0.3	0.9	8	-1.0	-20	0.9	0.9	5	10
Cc1ccc(C(=O)N(c2ccccn2)C(C)c2ccco2)cc1C (stereo unspecified)	6	-0.5	0.1	1	1	0.2	.	0.9	1	2	7
CCOC(=O)C1C(=O)OC(C)(C)C1C(C)C(=O)c1ccc(C)cc1 (stereo unspecified)	0	0.6	0.1	0.9	4	0.1	.	0.8	0.9	5	19
O=C1CN(C(=O)CN2CCOCC2)C(c2ccccc2)c2cc(Br)ccc2N1 (stereo unspecified)	0	1.7	-0.1	1	6	0.2	-11	0.9	1	4	11
COc1ccc(N(C(=O)C2CCCCC2)S(=O)(=O)c2cccc3cccnc23)cc1	10	6.7	-0.3	0.7	10	-0.8	14	0.7	0.8	-6	34
O=C(Nc1nc(-c2ccccn2)cs1)c1cc(Cl)ccc1[N+](=O)[O-]	100*	-0.1	-0.3	0.7	13	-0.8	5	0.8	0.9	-16	22
CCOC(=O)c1c(C)nc2sc(C(=O)Nc3ccc(OC)cc3)c(N)c2c1-c1ccc(OC)cc1	21	8.7*	-0.2	0.8	-1	0.6	.	0.7	0.8	-12	33
CCS(=O)(=O)N1CCN(c2cnn(-c3ccccc3)c(=O)c2Cl)CC1	-5	-0.4	-0.4	1	20	0.7	-2	1.1	1	-1	-7
CCCCCCCCCCCCCCCCn1cc[n+](C)c1	101*	-1.5	-0.2	1.1	1	-2.2	3&6	3.2*	1.1	2	-225
COC(=O)c1ccccc1NC(=O)C(C)c1ccc([N+](=O)[O-])cc1 (stereo unspecified)	2	1.6	-0.5	0.9	6	-0.1	-4	0.8	0.9	-11	16
Cc1ccc(-n2nnnc2SCC(=O)c2cc(C)n(CC3CCCO3)c2C)cc1 (stereo unspecified)	.	8.2	.	1.1	11	.	-6	1	1.1	.	3
O=C(N/N=C/c1ccncc1)NC1CCCCC1	-1	2.8	-0.2	1	3	-1.7	1	0.9	0.9	4	14
Cc1ccc(C)c(Cc2c(C)nc3c(C(=O)N4CCOCC4)cnn3c2C)c1	2	0.9	-0.1	1.1	11	-0.2	14	1.1	1.1	1	-11
COc1ccc(NC(=O)C(NS(=O)(=O)c2ccc3c(c2)CCCN3C(C)=O)C(C)C)c(OC)c1 (stereo unspecified)	11	1.8	0.0	0.8	5	-0.1	3	0.9	0.8	-12	12
CC(/C=C/C(=O)c1ccc(C)cc1)=C\c1ccccc1	1	0.6	0.2	1	7	-3.5	.	0.9	1	1	14
S=C(Nc1ccc2nsnc2c1)N1CCCCC1	15	-0.1	-0.2	0.8	50	-0.4	-14	0.3	1.1	4	66*
CCC(=O)Nc1nnc(C)s1	-2	-0.1	-0.3	1.1	4	-1.1	.	1	1.1	8	0
COc1ccc(C(=O)Nc2ccccc2)cc1S(=O)(=O)Nc1cc(C)on1	0	4.3	-0.3	1.1	-7	0.0	7	1.1	1.1	1	-5
Cc1ccc(S(=O)(=O)NCCOCCNS(=O)(=O)c2ccc(C)cc2)cc1	1	1.5	-0.2	0.9	2	1.5	17	0.9	0.9	-2	6
New compounds follow.
SMILES	Lmaj promast	RAM inhibit	Hsp70 activator	PMI act	G6PDH counter	Redox H2O2 prof	S1P3 antag	Diaph act CS	PMI act satM6P	TLR4-MyD88 BLA	Diaph inh CS
CCOc1cc(/C=N/n2cnnc2)ccc1OS(=O)(=O)c1ccccc1	69*	-0.1	0.0	1	4	-1.7	-2	0.9	1	8	6
O=C(O)c1ccc(NCc2nc3ccccc3n2CCOc2ccccc2Cl)cc1	-4	2.7	-0.1	1	-7	-1.3	-2	0.9	1.1	-5	11
COc1cc(OC)c(NC(=S)Nc2cc(Cl)cc(Cl)c2)cc1Cl	35	2.4	-0.2	0.8	10	0.0	1	0.8	0.8	-2	20
COCCN=c1scc(-c2cccs2)n1/N=C/c1ccc(O)c(O)c1O	-10	9.6*	-0.3	0.3	-7	1.6	-9	0.3	0.5	-8	69*
Cc1ccsc1/C=N/N1CCN(C2c3ccccc3-c3ccccc32)CC1	-3	0.1	-0.1	1	8	1.7	.	0.9	1	7	10
Cc1ccc(CNC(=O)C2COc3ccccc3O2)cc1 (stereo unspecified)	-2	1.0	-0.3	0.9	4	0.5	-15	0.9	0.9	-3	8
Nc1nc(SCC(=O)c2cccs2)n[nH]1	-8	0.6	-0.3	1.1	8	-2.0	7	1	1.1	13	-1
Cc1[nH]n2c(=O)c3c(nc2c1-c1cccc2ccccc12)CCC3	-2	0.5	0.0	1	8	-1.1	.	0.8	0.9	6	19
CC(C)C1Nc2ccc(S(=O)(=O)N3CCOCC3)cc2NC1=O (stereo unspecified)	-7	1.5	-0.2	0.9	12	-0.6	-14	0.9	0.9	-11	9
O=C1c2ccccc2NC2(CCCC2)N1N=C1CCCC1	2	1.3	-0.4	1	4	-0.3	-5	1	1	7	3
Cn1c(COc2ccc(Cl)cc2)nnc1SCC(=O)NC1CCCCC1	-4	.	-0.5	.	.	2.9	6	.	.	5	.
Cc1cc(C)n2nc(SCC(=O)c3cc(C)n(-c4cc(C)on4)c3C)nc2n1	2	1.8	-0.2	1.1	-2	1.1	11	0.9	1.1	5	10
CC(C)c1ccccc1-n1c(SCc2cc(=O)oc3ccc4ccccc4c23)nnc1-c1cccnc1	54*	5.2	-0.2	0.9	-17	0.0	-4	0.7	0.9	-25	25
COc1cc(NC(=O)c2ccccc2F)c(OC)cc1NC(=O)CN1CCOCC1	-2	-0.4	-0.1	1.1	14	-0.8	-12	0.9	1	17	13
COc1ccc(-n2nc(C(=O)NCC(=O)NCC3CCCO3)c3ccccc3c2=O)c(OC)c1 (stereo unspecified)	0	1.1	0.0	1	2	-0.4	4	0.9	1	5	9
C=C(C)C1CC=C(C)/C(=N/NC(=O)c2ccoc2C)C1 (stereo unspecified)	5	1.7	-0.1	0.9	3	-0.2	13	0.9	1.1	-20	6
O=C1c2ccccc2C(=O)c2c1cccc2N1CCN(Cc2ccccc2)CC1	20	1.1	-0.2	0.8	-2	-3.7	.	0.7	0.8	10	27
CSc1ccc(NC(=O)NCCN2CCc3ccccc3C2)cc1	31	1.9	-0.1	0.9	5	-0.2	.	0.9	0.9	9	11
CCN(CC(=O)NC(C)C)C(=O)Cc1ccc(C)c(C)c1	-3	4.6	-0.4	0.9	0	-1.7	-9	0.9	1	1	6
Nc1nc(N2CCCCC2)c(C=O)c(N2CCCCC2)n1	8	0.4	-0.4	1.1	12	-1.4	-13	1	0.7	-6	4
CCOC(=O)C1CCN(S(=O)(=O)c2cc(Br)cc3c2N(C(C)=O)C(C)C3)CC1 (stereo unspecified)	-6	0.3	-0.4	0.9	-17	-2.4	.	0.8	0.9	14	18
Cn1c(O)c(N=NC(=O)c2ccco2)c2ccccc21	16	4.1	0.5	1	11	-0.8	-23	0.9	1	-1	9
Cc1c([N+](=O)[O-])cc(C(=O)NCc2ccc(F)cc2)cc1[N+](=O)[O-]	26	3.5	-0.1	1	1	-1.4	0	0.9	1	-1	6
COc1ccc(S(=O)(=O)Nc2ccc(NC(C)=O)cc2)cc1	-1	-0.9	0.1	1	-5	0.1	.	1	1	-2	3
O=C(Cc1ccc(Cl)cc1Cl)OCC(=O)N1CCN(C(=O)c2ccco2)CC1	-5	0.4	-0.2	1.1	6	-0.6	-2	0.9	0.9	-10	7
O=C(c1ccco1)N1CCN(C(c2cccs2)c2sc3ncnn3c2O)CC1 (stereo unspecified)	-3	0.2	-0.2	0.9	2	0.3	-40	0.8	0.9	13	18
O=c1cc(-c2c(F)c(F)c(F)c(F)c2F)oc2c(F)c(F)c(F)c(F)c12	58*	0.0	-0.1	0.9	4	-2.2	.	0.8	1	42*	16
COCCN(C(=O)c1csnn1)C(C(=O)NC(C)(C)C)c1cccc(OC)c1 (stereo unspecified)	4	1.0	-0.1	0.9	11	1.7	-37	1.1	1	0	-7
COc1ccc(C(=O)c2no[n+]([O-])c2C(=O)c2ccc(OC)cc2)cc1	-6	7.2	0.0	1	3	-1.2	-8	0.8	1	2	20
CCn1cc(Br)c(C(=O)NN)n1	-1	-0.8	-0.1	0.9	20	0.0	.	1	1	-9	3

One compound at a time (already shown). Order of screens: Lmaj promast | RAM inhibit | Hsp70 activator | PMI act | G6PDH counter | Redox H2O2 prof | S1P3 antag | Diaph act CS | PMI act satM6P | TLR4-MyD88 BLA | Diaph inh CS
`Nc1nc(SCC(=O)c2cccs2)n[nH]1` reads -8 | 0.6 | -0.3 | 1.1 | 8 | -2.0 | 7 | 1 | 1.1 | 13 | -1
`COCCN(C(=O)c1csnn1)C(C(=O)NC(C)(C)C)c1cccc(OC)c1` (stereo unspecified) reads 4 | 1.0 | -0.1 | 0.9 | 11 | 1.7 | -37 | 1.1 | 1 | 0 | -7
`CCn1cc(Br)c(C(=O)NN)n1` reads -1 | -0.8 | -0.1 | 0.9 | 20 | 0.0 | . | 1 | 1 | -9 | 3
`O=C(c1ccco1)N1CCN(C(c2cccs2)c2sc3ncnn3c2O)CC1` (stereo unspecified) reads -3 | 0.2 | -0.2 | 0.9 | 2 | 0.3 | -40 | 0.8 | 0.9 | 13 | 18
